From PubChem BioAssay
D2 PAM: positive allosteric modulators of human D2 dopamine receptor; 340,000 compounds, 0.34% hits; P14416; potentiation, % at 10 µM; HEK293 T-REx D2, calcium flux, EC20 dopamine potentiation;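 active = potentiation over 3 SD above the plate norm, cut at about 30% in these data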; also: 0% is about no effect
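Potentiation of an EC20 dopamine calcium response measured kinetically over 180 s, after a preceding 180 s compound-only read flagging agonists. Cells: inducible Hek293 Trex D2 line, 4000/well, cultured overnight at 30 C before dye loading.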
TRHR enhancer: allosterically enhances the human TRH receptor | P34981 | TRHR cells, fluo-8 calcium fluorescence, EC20 TRH enhancement | enhancement, % at 2 µM | 360,000 compounds, 0.66% hits | AID 493056; in the data active = enhancement above about 30%; also: 0% is about no effect
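Enhancer read-out: after compound pinning and an initial kinetic agonist-mode read, an EC20 of TRH (10 nM final) was injected and fluo-8 calcium signal (Ex 480/Em 530) followed at 1 s/cycle for 100 cycles in TRHR-expressing cells.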
D2 antagonist: antagonists of human D2 dopamine receptor | P14416 | HEK293 TREx D2 cells, calcium flux, dopamine EC80 | inhibition, % at 10 µM | 340,000 compounds, 2% hits; in the data active = inhibition above about 30%; also: 0% is about no effect
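Overnight-induced (tetracycline, 30 C) HEK293 T-REx cells carrying force-coupled D2 receive a no-wash calcium dye, then compound, then EC80 dopamine at 180 s; signals are read kinetically throughout.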
D2 ag: activates the human D2 dopamine receptor. 340,000 compounds, 0.53% hits. HEK293 T-REx D2 cells, calcium flux agonist mode. P14416. AID 485358. activation, % at 2 µM;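 active = activation over 3 SD above normal in the single-dose calcium agonist read, cut at about 30% in these data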; also: 0% is about no effect
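Agonism scored from kinetic calcium signal (1 read/sec, 180 s) following compound pin transfer, after a 10 s baseline. Cells: HEK293 Trex line expressing inducible D2 receptor coupled to calcium, dye-loaded after overnight culture at 30 C.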
RXFP1 agonist: RXFP1 (human) receptor agonism. Q9HBX9. HEK293T-RXFP1 cAMP TR-FRET, 30 min; response scale: percent of porcine relaxin response, buffer zero. Potency, µM (doses to about 57.5 µM), without a hit: top-dose activation, usual class: activators. 370,000 compounds, 0.3% hits. AID 2676; active = well fitted activation curve with a large enough effect; also: potency is read from the fitted curve at half-maximal effect; % is scaled to controls: 0 for no effect and ±100 for the full control effect; nearly all actives have a fitted effect of over 60% in size; many of its hits are not listed in these tables
Target sequence (Q9HBX9 whole entry, looked up): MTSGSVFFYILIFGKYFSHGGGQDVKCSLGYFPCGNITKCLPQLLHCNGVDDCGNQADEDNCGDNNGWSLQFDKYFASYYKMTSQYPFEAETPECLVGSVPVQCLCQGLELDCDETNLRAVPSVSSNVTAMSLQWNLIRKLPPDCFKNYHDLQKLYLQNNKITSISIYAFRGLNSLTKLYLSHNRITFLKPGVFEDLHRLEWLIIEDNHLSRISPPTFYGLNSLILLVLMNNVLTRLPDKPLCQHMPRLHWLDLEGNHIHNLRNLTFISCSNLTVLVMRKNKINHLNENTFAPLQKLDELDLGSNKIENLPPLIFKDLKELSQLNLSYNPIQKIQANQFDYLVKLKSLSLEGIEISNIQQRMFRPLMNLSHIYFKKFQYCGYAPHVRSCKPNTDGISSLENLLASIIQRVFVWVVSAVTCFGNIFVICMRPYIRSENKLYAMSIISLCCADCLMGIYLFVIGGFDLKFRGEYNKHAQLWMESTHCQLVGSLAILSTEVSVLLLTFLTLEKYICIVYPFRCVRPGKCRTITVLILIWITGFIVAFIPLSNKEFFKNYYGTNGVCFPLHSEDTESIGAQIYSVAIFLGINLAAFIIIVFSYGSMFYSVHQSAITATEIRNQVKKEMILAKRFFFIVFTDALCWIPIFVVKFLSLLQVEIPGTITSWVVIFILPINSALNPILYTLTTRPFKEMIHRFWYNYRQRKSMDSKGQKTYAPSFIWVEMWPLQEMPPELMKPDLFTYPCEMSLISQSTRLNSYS
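HEK293T cells stably expressing RXFP1 were pretreated with the PDE4 inhibitor Ro 20174, exposed to compounds for 30 min at 37C, lysed, and cAMP was read by TR-FRET. Data normalized to buffer (basal) and 29 nM porcine relaxin (100%).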
D1 PAM: enhances dopamine response at the human D1 receptor. HEK293 TREx D1 cells, calcium flux, dopamine EC20 potentiation. potentiation, % at 10 µM. 360,000 compounds, 0.036% hits. AID 504651; in the data active = potentiation above about 30%; also: 0% is about no effect
RXFP1 antagonist: antagonists of human relaxin receptor RXFP1; HEK293-RXFP1, relaxin-stimulated cAMP HTRF, 30 min; stronger effect = lower value; activity change, negative = inhibition, % at 57.5 µM; 350,000 compounds, 0.59% hits;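 active = activity change of -60% or lower, but not beyond a set lower limit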; also: % is scaled to controls: 0 for no effect and ±100 for the full control effect
D1 antagonist: antagonists of human D1 dopamine receptor; P21728; HEK293 TREx D1 cells, calcium flux, dopamine EC80; stronger effect = lower value; activity change, negative = inhibition, % at 10 µM; 360,000 compounds, 3.2% hits; in the data active = activity change below about -30%; also: % is scaled to controls: 0 for no effect and ±100 for the full control effect
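Compound effects on dopamine-evoked calcium signalling were measured in tetracycline-induced HEK293 Trex D1 cells. Dopamine at EC80 followed a 180 s compound pre-read, and fluorescence was tracked kinetically for 180 s more.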
D1 ag: agonists of human D1 dopamine receptor; P21728; AID 504660; HEK293 T-REx D1 cells, calcium flux, agonist mode; 360,000 compounds, 1% hits; activation, % at 2 µM; in the data active = activation above about 30%; also: 0% is about no effect
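Agonism was scored from calcium flux recorded over 180 s (1 read/s) after pintool compound addition, following a 10-cycle baseline. Cells were inducible force-coupled HEK293 TREx D1, plated overnight at 30 C and loaded with no-wash calcium dye.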
Starred values were filed as active, the others as inactive; x = not tested or not shown. Only part of the results is shown; the hit share may differ from the screen's.

Order of results: D2 PAM | TRHR enhancer | D2 antagonist | D2 ag | RXFP1 agonist | D1 PAM | RXFP1 antagonist | D1 antagonist | D1 ag
1. CCOc1cnc(-c2ccc(OC)cc2)o1
    -1 | 4 | -23 | 0.5 | 1.3% | 2 | -3 | 15 | 1
2. Cc1cc(C)c2nc(SCc3ccc([N+](=O)[O-])cc3)nc(C)c2c1
    -8 | -1 | 1 | -0.1 | 1.6% | -5 | 17 | 7 | 0
3. CC(c1ccccc1)c1nnc(NC(=O)Nc2ccccc2)s1 (stereo not drawn)
    5 | 8 | -12 | 0.8 | 0.1% | -6 | 4 | 6 | 6
4. COc1ccccc1C(=O)COC(=O)c1cccc(-n2cnnn2)c1
    -6 | 1 | -7 | 0.2 | 1.2% | -6 | 2 | 28 | 4
5. O=C(c1cccc(NS(=O)(=O)c2cccc([N+](=O)[O-])c2)c1)N1CCOCC1
    2 | 1 | -7 | 7.8 | 0.2% | -7 | 11 | -13 | 3
6. COc1ccc(N2CCN(CC(=O)Nc3ccccc3SC)CC2)cc1
    4 | 7 | -28 | -0.4 | 0.0% | 2 | -1 | 5 | -1
7. Cc1ccc(/C=N/NC(=O)c2cc(C3CC3)nc3ccccc23)o1
    x | -2 | x | x | -0.1% | 1 | 6 | -6 | 3
8. N#C/C(=C/c1cn[nH]c1-c1ccc(Br)cc1)C(=O)O
    x | 0 | 11 | -0.2 | 0.6% | -2 | -8 | 0 | 5
9. CCCC(O)(CCC)C(=O)NN(C(=O)CCl)c1cccc(C)c1
    4 | 2 | -1 | 1.0 | 7.9% | 1 | -11 | 18 | 0
10. O=C(NNC(=S)NC(=O)c1ccccc1[N+](=O)[O-])c1ccc(Cl)cc1Cl
    5 | 0 | 7 | 0.0 | 0.5% | 1 | -7 | -14 | 4
11. Cc1ccc(C(=O)c2oc3ccccc3c2NC(=O)c2cc(=O)c3cc(C)ccc3o2)cc1
    -12 | -4 | x | x | -1.4% | 1 | -3 | -6 | 1
12. Cc1cccc(C(=O)N/N=C/c2ccccn2)c1
    -5 | 0 | 0 | 0.0 | 1.3% | -3 | -7 | -11 | 1
13. Cc1cccc(C)c1-n1ncc(C(=O)NC2CCCC2)c1C1CCN(C(=O)OC(C)(C)C)CC1
    3 | 7 | x | 0.5 | 0.7% | 2 | -7 | 7 | 1
14. CN(CCc1ccccn1)C(=O)Nc1ccc(Cl)cc1
    16 | 1 | 10 | 0.0 | 1.0% | -10 | 27 | 9 | 4
15. Cc1ccc(CCCOC(=O)CN2CCCCC2)cc1
    -8 | -1 | 2 | -0.2 | 0.9% | -15 | -2 | -1 | 3
16. CCC1(C(=O)OC)NC(c2ccccc2OC)C2C(=O)N(C)C(=O)C21 (stereo not drawn)
    5 | 16 | -27 | -0.5 | -0.3% | -4 | -7 | -1 | 2
17. O=[N+]([O-])c1cccc(-c2nnc3n2CCCCC3)c1
    -3 | 8 | -34 | 0.6 | 0.3% | -4 | -10 | 4 | 3
18. CCc1nn2c(NCCCO)cc(C)nc2c1-c1ccc(F)cc1
    -18 | -2 | 6 | 0.7 | 0.0% | -9 | 8 | -10 | -2
19. Cn1c(CCC(=O)Nc2cc(S(C)(=O)=O)ccc2Cl)nc2cc(S(=O)(=O)N3CCOCC3)ccc21
    12 | -2 | -19 | -0.4 | 28% | -2 | 8 | -4 | 6
20. Cc1cc(C)nc(-n2ncc3c2CC(c2ccccc2C)CC3=O)n1 (stereo not drawn)
    11 | 3 | 1 | -1.0 | 0.3% | 4 | 3 | 8 | 2

Record cards, from the list above. Screens in order: D2 PAM	TRHR enhancer	D2 antagonist	D2 ag	RXFP1 agonist	D1 PAM	RXFP1 antagonist	D1 antagonist	D1 ag
CC(c1ccccc1)c1nnc(NC(=O)Nc2ccccc2)s1 (stereo not drawn) across the screens: 5	8	-12	0.8	0.1%	-6	4	6	6
Cc1cc(C)nc(-n2ncc3c2CC(c2ccccc2C)CC3=O)n1 (stereo not drawn) across the screens: 11	3	1	-1.0	0.3%	4	3	8	2
O=C(c1cccc(NS(=O)(=O)c2cccc([N+](=O)[O-])c2)c1)N1CCOCC1 across the screens: 2	1	-7	7.8	0.2%	-7	11	-13	3
CCC1(C(=O)OC)NC(c2ccccc2OC)C2C(=O)N(C)C(=O)C21 (stereo not drawn) across the screens: 5	16	-27	-0.5	-0.3%	-4	-7	-1	2

Remaining list, next part:
Order of results: D2 PAM | TRHR enhancer | D2 antagonist | D2 ag | RXFP1 agonist | D1 PAM | RXFP1 antagonist | D1 antagonist | D1 ag
21. CCOCCCNC(=O)c1cnc2sc(N3CCCCCC3)nn2c1=O
    -4 | 5 | x | 1.3 | 2.8% | -1 | -21 | -31* | 0
22. CCOc1ccc(NC(=O)CN2CCc3ccccc3C2)cc1
    3 | 2 | 20 | -0.3 | 4.1% | -3 | 6 | 3 | 1
23. Cc1cc(C)c2nc(N(Cc3cccnc3)C(=O)CCS(=O)(=O)c3ccccc3)sc2c1
    10 | 3 | x | 0.3 | 2.4% | 7 | -5 | 5 | 2
24. C=CCn1c(=O)c(C(=O)Nc2cc(C)ccn2)c(O)c2ccccc21
    7 | -7 | 1 | 1.9 | -0.9% | -3 | 3 | -1 | 0
25. CCCc1nnc(SCC(=O)O)n1/N=C/c1ccc2c(c1)OCO2
    -18 | -3 | 4 | 3.1 | 0.5% | 1 | -4 | 17 | 4
26. COc1ccc(CCNC(=O)c2ccc3c(c2)N(Cc2ccc(F)cc2)C(=O)c2ccccc2S3(=O)=O)cc1OC
    5 | -5 | x | 1.8 | 2.2% | -2 | 6 | 9 | 4
27. CCOc1ccc(-c2nc(Cn3ccn4nc(-c5ccc(OCC)c(Cl)c5)cc4c3=O)c(C)o2)cc1
    17 | -2 | x | 1.0 | 11% | 2 | x | -7 | 3
28. O=C(COc1ccccc1)c1cn(CC(=O)N2CCOCC2)c2ccccc12
    x | 16 | x | x | 1.6% | -1 | -6 | 14 | 1
29. CC1=C(C(=O)O)N2C(=O)C(NC(=O)c3nn(C)cc3[N+](=O)[O-])C2SC1 (stereo not drawn)
    2 | 5 | -14 | 1.4 | 2.5% | -10 | -14 | 3 | 2
30. CC(=O)c1ccc(-c2cccc(-c3nc4ccccn4c3NC3CCCCC3)c2)cc1
    5 | 2 | -1 | -1.0 | -0.5% | -3 | x | 16 | -2
31. CC(=O)N1CCc2cc(S(=O)(=O)NC(CC(C)C)C(=O)NCc3ccccc3)ccc21 (stereo not drawn)
    x | 13 | x | 0.2 | 3.0% | 2 | -7 | 5 | 0
32. COc1cc(-c2cc(=O)c3c(O)c(OC)c(OC)cc3o2)cc(OC)c1O
    11 | 2 | -11 | -0.3 | -2.9% | -6 | x | 4 | 1
33. Cc1cc(C)c2c(c1)C1C=CCC1C(C(=O)O)N2 (stereo not drawn)
    x | -3 | x | x | x | 10 | x | 12 | 0
34. O=C(O)/C(=C\c1ccc(-c2ccc(F)cc2)o1)c1ccccc1
    -7 | -1 | -8 | 1.9 | 3.5% | -4 | -29 | -1 | 2
35. O=c1cc(-c2ccccc2)nc2nc(SCc3ccccc3)[nH]n12
    -3 | 1 | 2 | 0.2 | 0.7% | -7 | -3 | -32* | 1
36. Cc1cccc(C)c1N(Cc1ccccc1F)S(C)(=O)=O
    -4 | -2 | -6 | -0.1 | 0.1% | -6 | -8 | x | -1
37. COc1ccc(C2CC(=O)c3cnc(NC(=O)c4cccc(OC)c4)nc3C2)cc1 (stereo not drawn)
    0 | 1 | -7 | 0.6 | 1.3% | 1 | 3 | -1 | 2
38. COc1cc2c(cc1OC)CN(S(=O)(=O)c1cccc(F)c1)CC2
    3 | 8 | 4 | -0.2 | 5.8% | -5 | 1 | -10 | 5
39. CCOc1ccc(NC(C(=O)Nc2cccc(C(C)=O)c2)c2ccccc2)cc1 (stereo not drawn)
    -2 | 4 | x | x | 0.0% | -3 | -8 | 11 | 1
40. Cc1cc(Cl)ccc1NC(=O)c1cc2ccccn2n1
    4 | -4 | x | -0.3 | -0.7% | -3 | -4 | -21 | 0
41. CC(C)Cn1c(N)c(C(=O)COC(=O)c2cccc(F)c2)c(=O)n(C)c1=O
    11 | 1 | 2 | 2.6 | -0.1% | -4 | -3 | 13 | 18
42. Cc1ccc(NC(=O)c2ccc(NCCCN3CCOCC3)c([N+](=O)[O-])c2)cc1Cl
    x | 2 | x | x | -1.7% | -4 | -2 | 2 | 0
43. COc1ccccc1N1CCN(C(=O)c2cccc(Oc3ccccc3)c2)CC1
    -1 | -1 | 3 | -0.7 | 1.1% | -2 | -10 | -9 | 3
44. CNc1ccc(S(=O)(=O)NCC(=O)OC(C)C(=O)N(C)Cc2ccccc2)cc1[N+](=O)[O-] (stereo not drawn)
    -13 | -2 | 25 | 2.2 | -1.3% | 1 | -4 | 5 | 0
45. Cc1cccc(C(=O)NNC(=O)C2CCN(C(=O)OC(C)(C)C)CC2)c1
    4 | -2 | 15 | -1.0 | -0.3% | 1 | -1 | -3 | -1
46. COC(=O)C1=C(C)N(C)C(=S)NC1c1ccccc1 (stereo not drawn)
    16 | -2 | -10 | -1.6 | 0.4% | 4 | 13 | 1 | 1
47. C=CCn1c(Oc2cccc(C)c2)nc2c1c(=O)n(C)c(=O)n2C
    x | 6 | 9 | 0.5 | 4.4% | 10 | 7 | -16 | 1
48. CSc1nnc2c(n1)OC(c1cccc(O)c1Cl)Nc1ccccc1-2 (stereo not drawn)
    -9 | -2 | x | -0.3 | 27% | -1 | 10 | -3 | -1
49. Cc1ccc(-n2ncc(C(=O)NCCN3CCCC3)c2C2CCN(C(=O)OC(C)(C)C)CC2)cc1
    -5 | 6 | x | 0.4 | 1.6% | -6 | -16 | -21 | 21
50. CCN(CC)S(=O)(=O)c1cccc(C(=O)NC(C)C(c2cccs2)N2CCCC2)c1 (stereo not drawn)
    4 | 12 | 9 | -2.8 | 2.0% | -8 | -6 | -10 | 2
51. O=C(OCC(=O)C12CC3CC(CC(C3)C1)C2)c1cccnc1Cl
    -15 | 7 | -13 | 0.2 | 0.0% | 7 | -18 | -3 | 0
52. COc1ccc(Nc2nc3cc(Cl)c(Cl)cc3n3cnnc23)cc1Cl
    -2 | -6 | x | 0.3 | 12% | 3 | -3 | -1 | 0
53. CCOc1ccc(-n2cc(C(=O)Nc3cccc(Cl)c3)c3cc(OC)c(OC)cc3c2=O)cc1
    15 | 9 | x | x | 2.1% | -9 | -7 | 3 | 4
54. COc1ccccc1CNN
    16 | 33* | 9 | 0.3 | 5.5% | 0 | -11 | 12 | 1
55. O=C(NCC(c1ccco1)N1CCN(c2ccccc2)CC1)c1cccs1 (stereo not drawn)
    12 | -1 | 27 | 5.4 | 0.5% | -1 | 3 | 33 | 1
